VIM-2 inh: inhibitors of Pseudomonas aeruginosa VIM-2 metallo-beta-lactamase; purified VIM-2, nitrocefin hydrolysis, epi-absorbance fluorescence; inhibition, % at 5.6 µM; hit rate 0.89% among 290,000; AID 1527;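 active means inhibition above the mean of all tested compounds plus 3 SD, cutoff set per screening run, cut at about 7.5% in these data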;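 further: red hydrolysis product quenches plate fluorescence so inhibitors raise well fluorescence; 0% = enzyme with DMSO and 100% = DMSO without enzyme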
MEKK2 WT-MEK5: raises or lowers MEK5 binding to wildtype human MEKK2 PB1 domain; Q9Y2U5; bead flow cytometry, Alexa488-MEK5 binding to MEKK2 WT; actives lie on both sides; binding response (% of control), % at 10 µM; hit rate 1.1% among 290,000; in the data active means binding response below about 67% or above about 130%
MEKK2mut PB1 HTS: signal of MEK5 binding to mutant human MEKK2 PB1 domain; hit rate 0.35% among 290,000; AID 1530; percent response, % at 10 µM; bead flow cytometry, Alexa488-MEK5 binding to MEKK2 mutant; in the data active means percent response above about 24%, passing the limit was not always enough; further: inactives centre near 1; some results filed as inactive read as strong as hits
SUMO HTRF inh: blocks human SUMOylation mediated by UBC9; P63279; HTRF SUMOylation assay, SAE1/SAE2 + UBC9, in vitro; inhibition, % at 35 µM; hit rate 0.36% among 290,000; in the data active means inhibition above about 50%, passing the limit was not always enough; further: strong numbers were not always called active
Target sequence (P63279 whole entry, looked up): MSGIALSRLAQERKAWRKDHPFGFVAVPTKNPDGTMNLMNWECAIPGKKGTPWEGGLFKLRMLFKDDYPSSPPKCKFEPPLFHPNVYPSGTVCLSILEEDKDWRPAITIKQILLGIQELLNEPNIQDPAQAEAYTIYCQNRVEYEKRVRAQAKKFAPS
PfM18AAP inh: PfM18AAP enzyme inhibition. recombinant PfM18AAP, H-Glu-NHMec fluorogenic cleavage. inhibition, % at 7.35 µM. hit rate 1.2% among 290,000;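 active means inhibition above the campaign mean inhibition over all tested compounds plus 3 SD, cut at about 28% in these data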;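 further: 0% = plate median of test compound wells and 100% = 2 mM ZnCl2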
IMP-1 inh: inhibitors of Pseudomonas aeruginosa IMP-1 metallo-beta-lactamase | purified IMP-1, nitrocefin hydrolysis, epi-absorbance fluorescence | inhibition, % at 5.6 µM | hit rate 0.45% among 290,000 | AID 1556;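 active means inhibition above the mean plus 3 SD of all compounds in the same screening run, cut at about 4.5% in these data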;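 further: 0% = IMP-1 with DMSO and 100% = DMSO wells lacking enzyme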
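Assay system: purified IMP-1; Quantity: IMP-1 0.2 nM before substrate addition; Medium: HEPES buffer pH 7.1 with ZnSO4 and Brij 35; Incubation: 15 min enzyme–compound preincubation, then 25 min nitrocefin reaction, 25 °C; Signal: fluorescence quenching readout, ex 480/em 530 nm; Controls: DMSO with and without IMP-1; Repeats: singlicate testing.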
NS3 helicase inh: blocks Hepatitis C virus NS3 helicase unwinding; NS3 helicase DNA unwinding, Cy5 molecular beacon fluorescence; inhibition, % at 10.9 µM; hit rate 0.56% among 290,000; AID 1800;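 active means inhibition above the mean of all tested compounds plus 3 SD, set per campaign, cut at about 35% in these data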;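 further: 0% = DMSO wells and 100% = thioflavine S control wells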
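System: NS3 helicase fragment of HCV / Schedule: 1 h at 25 °C / Control set: DMSO alone as 0% and 110 µM thioflavine S as 100% / Reagent: Cy5/quencher beacon DNA duplex and ATP to start / Technique: Cy5 fluorescence / Replication: singlicate / Evaluation: % inhibition of end-to-start signal ratio versus controls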
DNA FID counter: counter-screen for HCV NS3 helicase inhibitors: DNA intercalator displacement | hit rate 0.17% among 290,000 | DNA fluorescent intercalator displacement, fluorescence | inhibition, % at 7.9 µM; in the data active means inhibition above about 37%;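 further: 0% = vehicle and 100% = reference compound; higher means more ethidium bromide displaced from hairpin DNA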
NALP1 yeast inh: inhibitors of NALP1 inflammasome in yeast | hit rate 0.61% among 280,000 | AID 2071 | inhibition, % at 10 µM | S. cerevisiae NALP1/ASC/caspase-1 growth, X-gal OD620, 72 h; in the data active means inhibition mostly above about 24%, no sharp cut-off; inactive means mostly below about 32%; further: some compounds called inactive have numbers as strong as hits
* marks the source's active call; other numbers are inactive results; . = not tested or not shown.

structure,IMP-1 inh,NALP1 yeast inh,SUMO HTRF inh,VIM-2 inh,DNA FID counter,MEKK2 WT-MEK5,PfM18AAP inh,MEKK2mut PB1 HTS,NS3 helicase inh
CN(C)c1ccc(/C=C/c2cccc[n+]2[O-])cc1,-2.3,-1,12,-1.6,-5,99,13,-4,2
COc1cccc(C(=O)Nc2ccc(S(=O)(=O)Nc3cc(C)nc(C)n3)cc2)c1,-3.9,-5,11,0.4,-10,99,-15,3,2
Cc1cc(C)n2cc(CSc3nnc(-c4ccccc4)o3)nc2n1,1.4,11,42,16*,-17,97,6,-2,-22
Cc1c(C(=O)N/N=C/c2ccncc2)no[n+]1[O-],-3.7,-9,16,-2.8,-1,93,-2,-3,0
CCC(c1nnnn1C(C)(C)CC)N(CCCO)Cc1cc2cc(C)cc(C)c2[nH]c1=O (stereo not drawn),-3.5,35*,25,-2.1,-4,113,0,11,12
COc1ccc2[nH]c(C)c(-c3csc(N)n3)c2c1,-0.5,1,20,-1.4,2,118,9,27*,-4
O=C(Cn1ncc2c(=O)oc3ccccc3c21)N1CCCN(Cc2ccccc2F)C1,-1.0,24,12,-2.6,-8,109,-15,11,8
O=C(NCc1ccccc1)c1cccc(S(=O)(=O)N2CCOCC2)c1,-1.9,27,-6,-2.7,-1,92,3,-8,-2
CCN(CC)Cc1c(C(=O)OC)nnn1-c1nonc1N,-3.4,-1,-4,-2.3,0,111,-4,8,-5
Cc1ccc(C(=O)NC2CC(C)(C)NC(C)(C)C2)cc1,3.4,20,1,0.3,0,102,-4,-1,6
COCc1nnc(NC(=O)C(C)C)s1,-6.8,14,-9,-4.8,4,104,0,5,9
CCCn1nnnc1NCc1c(F)cccc1Cl,-4.1,-12,10,-3.5,0,103,3,2,1
Cc1cccc(N=Nc2c(C)c(C#N)c(O)[nH]c2=O)c1,-2.5,5,9,-3.4,2,95,-1,1,5
N/C(=N\OC(=O)c1ccc(Br)cc1)c1ccncc1,-4.2,7,-9,-0.5,0,105,0,-3,-2
O=C(NCCN1CCCC1)c1ccc(CS(=O)(=O)c2c(Cl)cccc2Cl)o1,-4.2,-8,10,-3.3,4,129,3,9,-18
O=C(NCC(=O)N(Cc1ccccc1)C(C(=O)NC1CCCC1)c1cccnc1)c1ccco1 (stereo not drawn),-0.7,-7,-19,-1.3,-13,100,-1,-1,-7
O=S(=O)(c1ccccc1)N1C2CCC1CC(O)(c1cccnc1)C2 (stereo not drawn),-1.7,8,22,-2.5,-1,103,2,10,2
CC(=O)Nc1cccc(NC(C)=C(C#N)C#N)c1,-1.1,.,9,-0.8,4,102,3,-2,2
Cc1cc(/C=C(\C#N)C(=O)O)c(C)n1CCC(C)C,-1.1,.,27,-2.9,-25,103,10,3,21
O=C(COC(=O)c1ccc2ccccc2n1)NCc1ccccc1,-1.9,15,-8,1.9,-14,94,12,-4,-9

At a glance, part of the list above.
structure,IMP-1 inh,NALP1 yeast inh,SUMO HTRF inh,VIM-2 inh,DNA FID counter,MEKK2 WT-MEK5,PfM18AAP inh,MEKK2mut PB1 HTS,NS3 helicase inh
CN(C)c1ccc(/C=C/c2cccc[n+]2[O-])cc1,-2.3,-1,12,-1.6,-5,99,13,-4,2
COc1cccc(C(=O)Nc2ccc(S(=O)(=O)Nc3cc(C)nc(C)n3)cc2)c1,-3.9,-5,11,0.4,-10,99,-15,3,2

Further results:
structure,IMP-1 inh,NALP1 yeast inh,SUMO HTRF inh,VIM-2 inh,DNA FID counter,MEKK2 WT-MEK5,PfM18AAP inh,MEKK2mut PB1 HTS,NS3 helicase inh
Cc1ccn2c(=O)cc(C)nc2c1,-3.1,11,22,1.6,-7,85,-7,-15,-14
COc1cc(OC)cc(C(=O)N[C@H](C(=O)Nc2ccc(F)cc2F)C(C)C)c1,0.0,16,25,-0.8,-18,105,-10,4,2
O=C(CSc1nnc(CNC(=O)c2ccccc2F)o1)NCCc1ccccc1,-4.2,12,11,-3.7,-15,114,10,3,-1
CCCN=C1NC(=O)C(CC(=O)NCCc2ccccc2)S1 (stereo not drawn),-1.8,24,19,-2.3,-4,99,-9,2,1
O=C1CCCC2=C1C(c1cn(-c3ccccc3)nc1-c1cccs1)c1c([nH]c(=O)[nH]c1=O)N2 (stereo not drawn),-0.3,-6,29,-1.0,-26,.,-5,.,19
Cc1nc2ccc(F)cc2cc1C(=O)NCc1ccco1,-1.1,27,0,-1.4,-1,105,1,0,6
CC1CCCN(C(=O)c2cc(N3C(=O)C4C5CCC(C5)C4C3=O)ccc2Cl)C1 (stereo not drawn),-2.5,-2,-12,-1.4,-16,99,6,-2,-5
COc1ccc(/C=C(/NC(=O)c2ccc(C)cc2)c2nc3ccccc3[nH]2)cc1OC,-2.1,7,24,-2.5,-12,97,0,5,-8
COc1ccc(N(CC(=O)NCc2ccco2)C(=O)CCC(=O)Nc2nccs2)cc1,-2.7,22,3,-1.7,-33,98,-2,-1,8
Cc1cccc(C)c1NC(=O)Nc1ccc(S(N)(=O)=O)cc1,-1.7,-3,22,-1.9,-2,99,-3,6,-4
O=C(Nc1ccccc1Cl)Oc1ccc(Cl)cc1Cl,-2.4,21,4,0.5,-2,65,-6,6,6
COc1cccc(/C=N/NC(=O)CN2C(=O)NC3NC(=O)NC32)c1 (stereo not drawn),-3.3,16,-7,-3.7,-5,112,1,1,-1
COCCn1c(SCC(=O)Nc2cc(C)on2)nnc1-c1ccccc1,-0.8,2,17,-1.0,-11,99,-9,1,-5
CCOc1ccc(CCNC(=O)c2cc3ccccn3n2)cc1OCC,-5.3,0,0,-4.4,-29,109,-2,9,9
COC(=O)c1cc(C(=O)N(Cc2ccccc2)c2ccccn2)cc([N+](=O)[O-])c1,-2.1,19,9,-2.7,-6,110,-6,0,-5
CC(=O)NC(Cc1c[nH]c2ccccc12)C(=O)N/N=C/c1ccccc1 (stereo not drawn),-3.5,-2,-5,-3.1,-9,99,3,1,-9
COc1ccc(OC)c(Nc2nc(-c3cccc([N+](=O)[O-])c3)nc3ccccc23)c1,-3.1,18,11,-3.5,-1,99,-1,10,-1
CN1/C(=C\C(=O)COc2ccc3c(c2)OCO3)C(C)(C)c2ccccc21,0.2,25,-11,1.5,-19,.,10,.,6
COC(=O)c1ccc(Cc2ccccc2)o1,-3.2,-7,6,-1.0,-1,100,-2,2,0
CCC(C)NC(=O)[C@H]1N2C(=O)c3ccccc3C2SC1(C)C (stereo partly drawn),-3.4,15,20,-3.1,-11,100,-12,8,-4
CCCCc1n[nH]c2c1/C(=N/O)CC(C)(C)C2,0.7,-31,-10,-2.1,-2,107,-5,2,3
O=C1C2C3C=CC(O3)C2C(=O)N1CC(O)c1ccccc1 (stereo not drawn),-0.3,5,14,-2.4,5,106,-3,13,-18
Cc1cc2n(n1)C(c1sccc1C)Nc1ccccc1-2 (stereo not drawn),-2.1,8,5,-0.2,0,97,0,-1,0
O=C(N/N=C1\C2CN3CCN(C2)CC1(c1ccccc1)C3)Nc1ccccc1,0.1,4,16,2.0,1,107,0,1,5
CCc1ccc(CNC(=O)CCc2cn(C)c3ccccc23)cc1,-1.4,3,-6,-0.8,-29,106,-1,3,-2
CCOC(=O)c1ccccc1OCc1cc(/C=N/NC(=O)c2cccnc2)ccc1OC,-1.7,-3,7,-3.4,-40,97,-7,1,-30
COCc1cc(=O)n2c([nH]c3ccccc32)c1C#N,1.7,10,4,1.7,1,100,-2,2,6
Cc1nn(C(=O)CCCC(=O)NCc2ccccc2)c2ccccc12,0.1,31,2,-0.6,-38,96,5,-10,-14
O=C(CN1CCN(C(=O)c2cccc(F)c2)CC1)Nc1ccccc1F,-5.3,-26,4,-4.5,-11,93,-5,-7,-4
Cc1ccc(Nc2ncc3c(n2)CC(c2ccco2)CC3=O)c(C)c1 (stereo not drawn),-2.1,-10,0,-3.2,-20,105,-11,4,7
CCC(c1nnnn1Cc1cccs1)N1CCN(c2nc3ccccc3s2)CC1 (stereo not drawn),-1.5,16,-4,2.2,-28,104,-1,11,-8
Cc1nn(C)c(=O)n1-c1ccccc1,-0.1,0,8,0.8,0,93,1,-7,-12
COc1ccc2[nH]c(C(=O)O)c(CCC(=O)O)c2c1,1.5,14,12,-4.8,0,104,4,0,-1
CCn1c(CC(=O)Nc2ccc(F)cc2)nnc1SCC(=O)Nc1nncs1,-2.6,13,13,-1.3,-12,108,7,8,-1
CCc1ccc(C(=O)CN2CCSC2=N)cc1,-2.3,28,4,-2.7,-3,99,-1,0,-3
CC(C)=CCCC1=CCC(/C(C)=N/NC(N)=O)CC1 (stereo not drawn),-2.0,14,32,-6.2,0,103,-8,4,3
O=C(CSc1nnc(CNC(=O)c2cccs2)o1)Nc1ccc(Cl)cc1,-1.5,0,6,-1.6,-5,99,1,2,2
O=C1c2ccccc2-c2ccc(C(=O)N3CCCCC3)cc21,-0.9,5,2,2.1,-11,100,-5,-1,-1
CCCCC(CC)CN1C(=O)/C(=C/c2ccncc2)SC1=S (stereo not drawn),-1.7,20,11,-1.6,3,99,-7,-6,8
COc1cccc(NC(=O)CSc2ncnc3c2oc2ccccc23)c1,-2.6,15,28,-1.8,1,94,1,2,-1
O=C(CCn1c(=O)oc2ccccc21)NCCC1=CCCCC1,-3.3,.,1,-0.6,-11,101,-3,0,-7
COc1cc2c(cc1OC)C(c1ccc(Cl)cc1)CC(=O)N2 (stereo not drawn),-1.9,11,0,1.3,-19,97,1,-5,-10
Cc1nc(-c2ccc(Cl)cc2)sc1C(=O)NN,-2.6,.,5,-5.7,-4,100,-6,4,1
CSc1ccccc1-n1nnnc1SCC(=O)NCc1cccs1,-2.8,-1,4,0.1,-10,101,-4,1,7
COc1cc(NC(C)=O)ccc1NC(=O)c1cc2ccccc2o1,-1.6,26,19,-3.0,-14,111,0,10,-10
O=c1[nH]cnc2scc(C3COc4ccccc4O3)c12 (stereo not drawn),-2.3,-3,9,-0.6,-4,101,5,5,-9
COc1ccc(CNC(=S)Nc2cc(C)ccc2C)cc1,-2.3,-5,9,-4.4,-9,105,-13,3,0
O=C(CSCc1ccccc1)Nc1ccc(S(=O)(=O)Nc2ncccn2)cc1,-0.9,11,7,-3.1,-15,98,1,2,11
CCOC(=O)C1(CCCc2ccccc2)CCN(C(=O)C2CCCO2)CC1 (stereo not drawn),-0.9,12,20,-3.5,-44,100,11,-2,0
O=C(COC(=O)C1CC(=O)N(c2ccccc2)C1)c1ccccc1 (stereo not drawn),-3.2,35,24,-5.1,-12,95,2,-1,1
Cc1ccccc1OCC(=O)N/N=C1\CCOc2c(C)cccc21,-2.0,13,19,-4.5,-4,100,-7,2,-4
CC(C)(C)NCc1cccn1-c1sc2c(c1C#N)CCCC2,-0.7,1,-11,-5.2,14,100,23,-2,-5

Source: PubChem
